M1 PAM: potentiates human M1 receptor response to acetylcholine. CHO-K1 hM1, Fluo-8 calcium fluorescence, ACh EC20; 0% = ACh EC20, 100% = maximal ACh. activation, % at 3 µM. hit rate 0.088% among 360,000. AID 588819; in the data active means activation above about 19%, passing the limit was not always enough
V1R ag counter: activates human V1a receptor in oxytocin agonist counter-screen; AID 2797; CHO-V1R cells, Fluo-8 calcium fluorescence, agonist mode; 0% DMSO, 100% 3 nM vasopressin; activation, % at 3 µM; hit rate 0.25% among 320,000;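 active means activation above the mean activation of all tested compounds plus 3 SD, per screening run, cut at about 20% in these data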;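 further: signal is peak over basal fluorescence ratio across a 100 second FLIPR read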
CHRM1 antagonist: antagonists of human M1 muscarinic receptor | P11229 | CHO-K1 hM1, Fluo-8 calcium fluorescence, ACh EC80 antagonist | inhibition, % at 3 µM | hit rate 1.3% among 360,000;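 active means percent inhibition above its own plate's cutoff, namely the mean of that plate's compound wells plus 3 SD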;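 further: peak over basal fluorescence ratio during 140 s after agonist addition; 0% = ACh EC80 plus DMSO and 100% = DMSO alone without agonist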
OXTR potentiate: potentiates the human oxytocin receptor response; P30559; CHO-OTR cells, Fluo-8 calcium fluorescence, potentiator mode; 0% = oxytocin EC15, 100% = EC100; activation, % at 3 µM; hit rate 0.061% among 320,000;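 active means activation above that plate's cutoff, the mean activation of tested compounds plus 3 SD, cut at about 6.6% in these data, passing the limit was not always enough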;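 further: 100% uses oxytocin at 75 nM as the full agonist control; some results filed as inactive read as strong as hits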
Target sequence (P30559 whole entry, looked up): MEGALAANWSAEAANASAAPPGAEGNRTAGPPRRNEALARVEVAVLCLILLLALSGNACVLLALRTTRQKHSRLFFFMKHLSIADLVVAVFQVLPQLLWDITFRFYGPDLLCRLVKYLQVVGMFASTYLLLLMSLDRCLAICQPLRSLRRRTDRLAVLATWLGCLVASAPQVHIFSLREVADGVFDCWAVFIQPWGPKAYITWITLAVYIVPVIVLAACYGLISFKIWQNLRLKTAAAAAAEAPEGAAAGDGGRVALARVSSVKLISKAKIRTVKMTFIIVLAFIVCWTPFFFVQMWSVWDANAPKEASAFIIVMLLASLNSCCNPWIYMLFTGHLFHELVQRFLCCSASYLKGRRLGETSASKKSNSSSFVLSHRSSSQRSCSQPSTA
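Material: CHO-OTR cells, human receptor; compound dosing: single dose, 3.0 µM nominal final compound concentration; schedule: 6 min compound pre-incubation at room temperature, 100 s kinetic read; measured by: kinetic Fluo-8 calcium fluorescence; read-out basis: % activation vs EC15 and EC100 oxytocin; controls: EC15 oxytocin alone as 0%, 75 nM oxytocin as 100%; replicates: singlicate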
TAAR1 antagonist: antagonists of human TAAR1. AID 624466. hit rate 1.5% among 360,000. inhibition, % at 3 µM. Q96RJ0. CHO RD-HGA16 TAAR1, Fluo-8 calcium fluorescence, antagonist;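 active means inhibition above a per-plate cutoff, the mean inhibition of test compounds on that plate plus 3 SD, cut at about 49% in these data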;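 further: 0% = DMSO plus EC80 beta-PEA response and 100% = DMSO alone without agonist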
Target sequence (Q96RJ0 whole entry, looked up): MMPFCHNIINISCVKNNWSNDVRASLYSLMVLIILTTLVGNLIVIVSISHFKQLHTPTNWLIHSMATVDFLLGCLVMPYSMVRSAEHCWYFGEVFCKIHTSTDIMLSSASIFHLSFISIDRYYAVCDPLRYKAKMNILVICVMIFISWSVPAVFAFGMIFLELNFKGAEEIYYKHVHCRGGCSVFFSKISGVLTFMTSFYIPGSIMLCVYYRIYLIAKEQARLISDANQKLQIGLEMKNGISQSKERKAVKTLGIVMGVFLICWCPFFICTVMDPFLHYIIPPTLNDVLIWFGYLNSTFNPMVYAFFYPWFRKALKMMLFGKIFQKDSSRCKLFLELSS
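Test system – hTAAR1-expressing CHO RD-HGA16 cells, Gα16-coupled · Reagent – β-PEA at EC80 concentration, post-compound challenge · Compound dosing – 3 µM, single point · Timing – 140 s kinetic read after compound, 140 s after agonist · Detection – Fluo-8 intracellular calcium dye fluorescence, real-time kinetic reads · Control set – DMSO and EC80 PEA controls · Repeats – n of 1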
CHRM1 agonist: agonists of human M1 muscarinic receptor; P11229; CHO-K1 hM1, Fluo-8 calcium fluorescence, agonist mode; 0% DMSO, 100% acetylcholine EC100; activation, % at 3 µM; hit rate 0.33% among 360,000;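 active means activation above the run's mean compound activation plus 3 SD, cut at about 16% in these data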;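 further: peak over basal fluorescence ratio within a 140 s kinetic read after compound addition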
TAAR1 agonist: agonists of human TAAR1; Q96RJ0; CHO RD-HGA16 TAAR1, Fluo-8 calcium fluorescence; vehicle wells 0%, saturating PEA agonist 100%; activation, % at 3 µM; hit rate 0.99% among 360,000;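 active means activation above the mean activation of all test compounds in the run plus 3 SD, cut at about 38% in these data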
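Benchmarks: low control DMSO, high control PEA (EC100); System: CHO RD-HGA16 cells carrying human TAAR1 plus Gα16; Detection: Fluo-8 fluorescence, 5 s baseline then 140 s kinetic read; Schedule: 17-24 h plating, Fluo-8 75 min 37 °C, 30 min RT; Read-out basis: % activation from peak over basal fluorescence ratio, DMSO-to-PEA scaled.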
OXTR ag: human OXTR agonism; activation, % at 3 µM; hit rate 0.32% among 320,000; P30559; CHO-OTR cells, Fluo-8 calcium fluorescence; normalized: DMSO 0%, oxytocin 100%;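 active means activation above the mean of all tested compounds plus 3 SD, cutoff set per screening run, cut at about 20% in these data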;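 further: peak over basal fluorescence ratio from a 100 s FLIPR kinetic read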
CHO parental Ca: signal in parental CHO cells, OX1R antagonist counter-screen. parental CHO-K1, ATP-induced calcium, Fluo-8 fluorescence. inhibition, % at 5.6 µM. hit rate 0.63% among 330,000. AID 463079;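 active means inhibition above that plate's mean sample inhibition plus 3 SD, cut at about 26% in these data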;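 further: 0% = ATP-challenged DMSO wells and 100% = DMSO wells without ATP; some compounds past the cut are filed as inactive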
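Measured by: calcium-sensitive Fluo-8 fluorescence / Test system: CHO parental line / Controls: ATP-challenged DMSO wells low, unchallenged DMSO wells high / Measure: % inhibition / Compound: single nominal dose of 5.6 µM per compound / Replicates: single well per compound, no replicates / Reagent: ATP as calcium-mobilizing challenge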
Active calls of the source: *; nt = no result given.

no.	Molecule	M1 PAM	V1R ag counter	CHRM1 antagonist	OXTR potentiate	TAAR1 antagonist
1	CCN(CC)CC(=O)n1c2c(c3ccccc31)CCCC2	11	-0.8	-2	-22	6
2	CCOC(=O)Cc1csc(NC(=O)c2ccc3ccccc3n2)n1	-1	1.9	-2	-3	7
3	CN(C)S(=O)(=O)Nc1ccccc1F	11	0.1	-11	-6	-24
4	COC(=O)[C@@H](NCc1cccc(CN[C@H](C(=O)OC)C(C)C)c1)C(C)C	2	-0.3	6	-16	-3
5	CC1CCC(NC(=O)Cn2ncc3ccccc32)CC1 (stereo not drawn)	11	-0.3	-6	0	-7
6	CCOC(=O)C(CC)n1cnc2c(nnn2-c2ccc(C)cc2)c1=O (stereo not drawn)	5	1.3	-7	-7	-19
7	CC1C(=O)CCN(C(C)C)C1C (stereo not drawn)	2	0.2	-6	2	11
8	CN(C(=O)CCNC(=O)Cn1cnc2ccccc2c1=O)c1ccc(F)cc1	3	0.4	-5	-1	-11

no.	CHRM1 agonist	TAAR1 agonist	OXTR ag	CHO parental Ca
1	-5	2	-1.2	0
2	-6	-2	0.0	-17
3	-4	1	0.3	-5
4	-5	11	-1.6	7
5	-2	0	0.3	-7
6	-3	2	-0.1	-26
7	-5	9	0.9	1
8	-3	7	0.1	-12

Going on with the list.
no.	Molecule	M1 PAM	V1R ag counter	CHRM1 antagonist	OXTR potentiate	TAAR1 antagonist
9	CC(C)NC(=O)NC1C2CC3CC(C2)CC1C3 (stereo not drawn)	4	-0.2	-17	-6	5
10	CC(C)CNC(=O)c1cccc(NC(=O)CSc2ccc(Cl)cc2)c1	-6	3.3	7	-4	-27
11	Cc1cc(OCC(=O)NC(C)C)ccc1Cl	8	3.8	-4	-5	-32
12	O=C(NCc1ccc(F)cc1)c1cc(C2CCCCN2C(=O)CCc2ccccc2)on1 (stereo not drawn)	-5	nt	-2	nt	-5
13	NC(=O)C1CCN(C(=O)C23CC4CC(CC(C4)C2)C3)CC1	9	1.3	-23	-9	-4
14	CCCC(=O)Nc1cccc(NC(=O)c2ccccc2Br)c1	-4	0.8	-13	-7	2
15	COc1ccc(C(=O)COC(=O)Cn2nnc3ccccc32)cc1Br	1	0.9	-1	-6	-16
16	C=CCNc1nc(NCCN2CCOCC2)nc(N2CCOCC2)n1	-2	0.5	2	-15	-2

no.	CHRM1 agonist	TAAR1 agonist	OXTR ag	CHO parental Ca
9	-5	9	0.0	-13
10	-3	0	1.4	-17
11	1	1	3.5	-2
12	-8	0	nt	nt
13	5	7	0.9	-2
14	-5	0	0.8	-9
15	-2	5	2.4	-7
16	-4	12	0.4	-5

Next entries
no.	Molecule	M1 PAM	V1R ag counter	CHRM1 antagonist	OXTR potentiate	TAAR1 antagonist
17	CN(C)CCNCc1ccccc1OC1CCCC1	14	0.6	-16	-5	12
18	CCOC(=O)c1ccc(NC(=O)c2nc[nH]c2C(=O)N(C)Cc2ccccc2)cc1	-5	-0.3	12	-8	48
19	CC(=O)Nc1cc2c(cc1C(=O)c1ccccc1)OCCO2	3	0.2	-13	2	-6
20	O=c1oc2ccccc2n1Cc1cccc(C(F)(F)F)c1	-6	-0.7	8	-7	11
21	Cn1nnnc1SCCNCc1ccccc1F	-6	0.2	4	-2	24
22	CCn1cnc2c1c(=O)n(CC(=O)NCC(C)C)c(=O)n2Cc1ccccc1	6	0.9	0	-5	-5
23	CN1CCC(=NNC(=O)c2ccc(N(Cc3ccc(Cl)cc3)S(C)(=O)=O)cc2)CC1	5	2.0	-6	-9	11
24	COc1ccccc1CNc1ccccc1F	2	-0.6	-1	-4	7

no.	CHRM1 agonist	TAAR1 agonist	OXTR ag	CHO parental Ca
17	-5	8	-0.1	-20
18	-1	6	-0.3	-18
19	-2	5	0.1	0
20	-4	-3	-2.7	-18
21	-4	5	0.4	-6
22	-8	3	0.2	-18
23	-5	2	0.8	3
24	-9	11	-2.0	16

Remaining list, next part:
no.	Molecule	M1 PAM	V1R ag counter	CHRM1 antagonist	OXTR potentiate	TAAR1 antagonist
25	O=C1CC(C(=O)N2CCc3ccccc32)CN1c1cccc(C(F)(F)F)c1 (stereo not drawn)	3	1.3	-8	-1	3
26	COCc1c(C(=O)OCc2nc3ccsc3c(=O)[nH]2)oc2ccccc12	-1	-0.5	4	0	1
27	CC(=O)NCC(=O)OCC(=O)c1ccc(C)c(C)c1	10	-0.5	-8	2	-11
28	COc1cc(CNC2CCCC2)cc(Cl)c1OCc1ccccc1F	0	6.2	8	-15	27
29	CCOC(=O)CSc1nc(C)cc(C)c1C#N	11	0.5	1	-10	-8
30	CC(=O)Nc1ccc(S(=O)(=O)N2CCN(c3ccc(C(C)=O)cc3)CC2)cc1	-5	nt	-11	nt	21
31	Cn1c(SCc2cccnc2)nc2cccnc21	7	0.9	-9	-16	3
32	C/C(N)=C(/C#N)C(=O)CSc1nnnn1-c1ccc(C)cc1C	-9	10	14	-12	14

no.	CHRM1 agonist	TAAR1 agonist	OXTR ag	CHO parental Ca
25	-9	0	2.4	-13
26	-4	1	-1.1	-20
27	1	13	-0.8	-6
28	-3	39*	12	21
29	0	11	-1.4	-2
30	2	8	nt	nt
31	-3	0	-0.4	-15
32	6	20	14	-1

Following part
no.	Molecule	M1 PAM	V1R ag counter	CHRM1 antagonist	OXTR potentiate	TAAR1 antagonist
33	O=[N+]([O-])c1ccccc1S(=O)(=O)Nc1ccc2c(c1)OCCO2	-3	nt	-7	nt	-9
34	O=C(Cn1cncn1)NCc1cccc(OC(F)F)c1	-2	-0.1	-1	-3	-1
35	COc1cc(C(=O)N2CCN(C(=O)c3ccccc3)CC2)cc(OC)c1OC	-1	-0.3	-18	-3	7
36	O=C(NCCCO)/C(=C\c1ccco1)NC(=O)c1ccco1	7	0.7	-11	-1	-3
37	CC(C)CCNC(=O)CN(Cc1ccc2c(c1)OCO2)C(=O)CCC(=O)Nc1ccccn1	-7	-0.9	6	-7	18
38	COc1ccc(Nc2nc(N)nc(CN3CCOCC3)n2)cc1	6	-0.7	-13	-5	-6
39	CCn1c(=O)c(C(=O)Nc2nc3ccccc3[nH]2)c(O)c2ccccc21	-12	0.7	51*	-10	93*
40	COc1ccc(CNC2CC(C)N(C)CC2C)cc1OC (stereo not drawn)	6	1.5	-10	-8	-20

no.	CHRM1 agonist	TAAR1 agonist	OXTR ag	CHO parental Ca
33	-3	3	nt	nt
34	-6	7	-0.1	-5
35	-3	6	-0.1	0
36	-3	7	0.6	1
37	-3	17	0.0	-9
38	-4	7	-0.3	-8
39	5	15	17	98*
40	-2	0	0.0	-9

Brought forward from above: 5 entries, followed by the next part.
no.	Molecule	M1 PAM	V1R ag counter	CHRM1 antagonist	OXTR potentiate	TAAR1 antagonist
36	O=C(NCCCO)/C(=C\c1ccco1)NC(=O)c1ccco1	7	0.7	-11	-1	-3
37	CC(C)CCNC(=O)CN(Cc1ccc2c(c1)OCO2)C(=O)CCC(=O)Nc1ccccn1	-7	-0.9	6	-7	18
38	COc1ccc(Nc2nc(N)nc(CN3CCOCC3)n2)cc1	6	-0.7	-13	-5	-6
39	CCn1c(=O)c(C(=O)Nc2nc3ccccc3[nH]2)c(O)c2ccccc21	-12	0.7	51*	-10	93*
40	COc1ccc(CNC2CC(C)N(C)CC2C)cc1OC (stereo not drawn)	6	1.5	-10	-8	-20
41	CCCc1cc(CN(C)C(=O)CC2C(=O)NCCN2Cc2ccccc2C)[nH]n1 (stereo not drawn)	9	-0.1	-10	-6	4
42	O=C(O)c1cccc(Nc2ccncc2[N+](=O)[O-])c1	-1	1.4	10	1	-18
43	N#Cc1cn(N2CCCCC2)c(=O)[nH]c1=O	6	0.4	-8	-2	-11
44	Cc1cccc(C)c1OCC(O)CN1CCN(C(=O)c2ccccc2)CC1 (stereo not drawn)	6	nt	-19	nt	-6
45	NC(=O)Nc1ccc(C(=O)OCC(=O)N2CCc3ccccc3C2)cc1	6	2.0	-6	-4	11
46	Cc1ccc(S(=O)(=O)NCC(=O)N(CC(=O)NCC2CCCO2)Cc2ccc(Cl)cc2)cc1 (stereo not drawn)	2	1.6	0	-9	-10
47	CC(=O)c1cccc(-c2ccnc3c2CC(C(=O)Nc2ccc(Cl)cc2)O3)c1 (stereo not drawn)	-3	nt	-1	nt	27
48	c1ccc2[nH]c(NCCCN3CCOCC3)nc2c1	6	1.5	-10	-3	6

no.	CHRM1 agonist	TAAR1 agonist	OXTR ag	CHO parental Ca
36	-3	7	0.6	1
37	-3	17	0.0	-9
38	-4	7	-0.3	-8
39	5	15	17	98*
40	-2	0	0.0	-9
41	-4	0	-0.5	-13
42	-3	6	1.6	3
43	-3	1	0.5	-1
44	-6	1	nt	nt
45	0	12	0.1	-17
46	-4	-4	0.1	-22
47	-2	2	nt	nt
48	-6	6	0.0	-3

(list continues)
no.	Molecule	M1 PAM	V1R ag counter	CHRM1 antagonist	OXTR potentiate	TAAR1 antagonist
49	COC(=O)c1cc2c(ccn2C)n1C	11	0.3	-16	-9	-13
50	CCOC(=O)c1c(C)sc2c1N(C(C)=O)c1cc(Cl)ccc1S2	-4	-0.9	0	-1	11
51	N=c1c(S(=O)(=O)c2ccc(Br)cc2)cc2c(=O)n3ccccc3nc2n1C1CCCC1	-2	4.0	0	-11	-31
52	COc1ccc(NC(=O)C2CCC(N3C(=O)C4CCCCC4C3=O)CC2)cc1 (stereo not drawn)	7	3.4	-2	-4	4
53	O=C(NCCO)C(=O)c1c(-c2ccccc2)cc2ccccn12	10	-1.3	-9	3	-2
54	O=C(NCc1ccccc1)C(=O)NCC1COc2ccccc2O1 (stereo not drawn)	8	2.0	-14	-11	1
55	CC(=O)c1ccc2c3c(cccc13)C(=O)N(c1c(C)nn(C)c1C)C2=O	2	3.0	-13	2	1
56	O=C(O)c1c[nH]c2cc(C(F)(F)F)ccc2c1=O	5	-0.2	-6	-6	nt
57	Cn1cccc1CC(=O)N/N=C/c1ccco1	15	0.1	-19	0	-23
58	COC(=O)C(Cc1cnc(Cl)s1)(C(=O)OC)c1ccccc1[N+](=O)[O-]	2	-0.5	-1	-13	1

no.	CHRM1 agonist	TAAR1 agonist	OXTR ag	CHO parental Ca
49	-3	4	0.8	1
50	-4	8	-0.9	-22
51	-4	1	0.2	-8
52	-2	-3	3.0	-10
53	-3	0	-0.3	-4
54	-1	6	-0.5	-26
55	2	3	1.6	-12
56	-1	nt	0.9	-4
57	-3	4	0.0	-5
58	-3	12	-1.8	-20

From PubChem
